Screening data deposited in PubChem by NCI.
All columns: NCI-60 one-dose screen, growth in % after 48 h at 10 µM unless noted; 100 = growth as untreated, 0 = no growth, -100 = all killed.
CCRF-CEM: CCRF-CEM leukemia; 7% of 77,000 active
M14: M14 melanoma. 6.2% of 80,000 active. AID 1794745
HOP-92: HOP-92 NSCLC cells; 6.3% of 71,000 active
A549/ATCC: A549/ATCC NSCLC; 3.7% of 81,000 active
RPMI-8226: RPMI-8226 leukemia cells; 7.5% of 77,000 active; AID 1794781
HOP-62: HOP-62 NSCLC | 3.9% of 80,000 active | AID 1794735
UACC-62: UACC-62 melanoma. 5.4% of 81,000 active
EKVX: EKVX NSCLC; 3% of 71,000 active; AID 1794765
Numbers without * were called inactive; . = no result given; & = joins results of further samples; [ ] = dose if it differs, or a comment. How the source made its calls: active means growth percent below 10; inactive means the rest.

Start of the listing, in advance:
SMILES	CCRF-CEM	M14	HOP-92	A549/ATCC	RPMI-8226	HOP-62	UACC-62	EKVX
C/C(=N\NC(=O)c1ccc(S(N)(=O)=O)cc1)c1cc2cc(Br)ccc2oc1=O	96	93	71	105	112	111	96	98
CCOC(=O)c1cc(C(=O)c2ccc(OC)c(OC)c2)n2ccc(-c3ccccn3)cc12	111	101	42	47	73	53	84	92
CCOc1ccccc1/C=N\Nc1ccc([N+](=O)[O-])cn1	107	115	.	106	.	118	100	110

All compounds of this part (from the top)
SMILES	CCRF-CEM	M14	HOP-92	A549/ATCC	RPMI-8226	HOP-62	UACC-62	EKVX
C/C(=N\NC(=O)c1ccc(S(N)(=O)=O)cc1)c1cc2cc(Br)ccc2oc1=O	96	93	71	105	112	111	96	98
CCOC(=O)c1cc(C(=O)c2ccc(OC)c(OC)c2)n2ccc(-c3ccccn3)cc12	111	101	42	47	73	53	84	92
CCOc1ccccc1/C=N\Nc1ccc([N+](=O)[O-])cn1	107	115	.	106	.	118	100	110
Clc1ccc(C=Nc2ccc3c(c2)Cc2ccccc2-3)cc1	103	103	105	105	97	98	98	104
Clc1ccc2c(NC3CCC(N4CCOCC4)CC3)ccnc2c1 (configuration not stated)	86	84	49	75	58	67	77	73
Nc1cc2nc3ccccc3sc-2cc1=O	18	81	101	27	45	64	17	.
O=C(c1cccc(F)c1)n1ccc2cc(NC(=S)NCCN3CCOCC3)ccc21	99	93	86	99	97	100	94	94
O=C1c2cccnc2-c2ncccc21	106[100 µM]	104[100 µM]	97[100 µM]	98[100 µM]	100[100 µM]	97[100 µM]	102[100 µM]	100[100 µM]
Cc1cc2cc3c(=O)[nH]c(=O)cc-3n(CC(O)C(O)C(O)CO)c2cc1C (configuration not stated)	105	107	111	98	106	81	112	.
COc1ccc(C(=O)C[n+]2ccccc2Cl)cc1	106	98	111	99	109	96	102	97
CSC1=C(C#N)C(=N)N2C(=NN1)Sc1c(C)ccc(C)c12	103	105	.	111	99	107	98	114
C/C=C(/Cl)c1c(C)cc(C)cc1C	97	88	80	98	96	108	94	98
O=C(c1ccncc1)N1N=C(c2ccc(Cl)cc2)C[C@H]1c1cn(-c2ccccc2)nc1-c1ccccc1	79	107	67	82	105	93	92	87
O=C(Nc1ccc(Cl)cc1)c1cccc([N+](=O)[O-])c1	96	88	71	76	65	98	83	75
OC(COC(N(F)F)(N(F)F)N(F)F)C(O)COC(N(F)F)(N(F)F)N(F)F (configuration not stated)	95	110	93	100	96	101	101	102
Cc1ccc(-c2cc(NS(=O)(=O)/C=C/c3ccccc3)n[nH]2)cc1	88	100	81	93	77	99	98	94
CCN(CC)CC(OC(=O)c1ccc(N)cc1)c1ccccc1 (configuration not stated)	88	.	70	98	91	98	97	99
CSc1c(N(C)C)c(=O)c1=S	.	.	.	98	94	103	98	.
O=C(Nc1ccc(NC(=O)c2ccccc2)c2c1C(=O)c1ccccc1C2=O)c1ccccc1	60	111	70	99	88	107	96	103
COc1nc2c(cc1S(=O)(=O)c1ccccc1)CCc1c-2cnn1-c1ccccc1Cl	61	69	-1.3*	47	57	70	60	.
COC(=O)c1cc([N+](=O)[O-])ccc1NC(C)=O	116	109	112	99	110	107	99	106
COc1ccc(C(c2cc(OC)c(OC)c(OC)c2)N2CCCC2)cc1 (configuration not stated)	71	60	85	78	97	79	57	88
CN1C(=O)N(C)C2C1NN=c1s/c(=C\c3ccc(Cl)cc3Cl)c(=O)n12 (configuration not stated)	15	7.4*	98	25	.	54	30	50
CC1=C[C@@]2(CCCO)c3cc4c(cc3CC[C@@]2(C)[C@@H]1C)[nH]c1ccccc14	90	91	59	84	.	92	74	93
COc1cc(C2CC(c3ccc(Nc4nc(NCCO)nc(Nc5ccc(Cl)cc5)n4)cc3)=NN2c2cc(Cl)cc(Cl)c2)cc(OC)c1OC (configuration not stated)	49	75	77	53	78	85	74	65

(list continues)
SMILES	CCRF-CEM	M14	HOP-92	A549/ATCC	RPMI-8226	HOP-62	UACC-62	EKVX
CCOC(=O)C(=Cc1cccc(C#N)c1)C(=O)OCC	28	62	63	75	15	115	53	82
C=CCn1c2c(c3ccccc31)CC1CN(C3CCCCC3)C(=O)C1C2C(=O)O (configuration not stated)	102	100	98	103	103	103	91	98
c1ccc(-c2ccncn2)cc1	103	105	90	92	.	105	104	115
CCCCCCNC(=O)Oc1ccc(/C(=C(/C)c2ccc(OC)cc2)c2ccc(OCCN3CCCCCC3)cc2)cc1	12	-63*	63	46	-2.4*	-9.3*	5.8*	55
NC(=O)C(=O)NCCCCC(=O)Nc1ccccc1	104	101	102	106	108	111	98	100
Cc1cc2c(C)c3cc(C)c(N)cc3nc2cc1N	6.1*	9.2*	.	4.9*	0.8*	3.2*	24	.
Cc1noc2c(Cc3ccccc3)nn(CC(=O)N/N=C/c3ccc(Br)cc3)c(=O)c12	97	101	35	18	79	43	80	66
CNC(=O)C1(c2ccccc2)CCCCC1	97	103	106	96	104	111	100	105
C1CNNCCNN1	101	109	105	102	96	104	103	114
O=C1c2ccccc2C(=O)c2c1cccc2N1CCCC1	96	106	81	101	78	79	88	60
OC1CCCc2ccccc21 (configuration not stated)	95	113	112	51	104	104	100	100
COc1cc(/C=C2\CC/C(=C\c3ccc(OCCN4CCOCC4)c(OC)c3)C2=O)ccc1OCCN1CCOCC1	58	96	.	96	52	97	91	90
CCOC(=O)C(C(=O)OCC)c1cccc(Cl)c1	106	104	141	93	127	113	102	.
N#Cc1sc2nc(-c3cc4ccccc4o3)cc(-c3ccc(Cl)cc3)c2c1N	95	101	110	111	81	104	92	113
CC(C)Nc1nc2c(c(=O)n(C)c(=O)n2C)n1C	104	104	103	99	116	100	92	94
CN(C)CCC1c2ccc(Cl)cc2CCc2cccnc21 (configuration not stated) (tested in a mixture with another compound)	99	91	41	100	87	91	99	109
Oc1[nH]c2ccc(Cl)cc2c1/C=c1/ccc2c(c1)N=C(c1ccc(C(F)(F)F)cc1)N=2	16	54	.	71	69	72	62	87
NNC(=O)CCSCCC(=O)NN	101	100	95	110	114	.	105	106
CC1(C)OC(=O)C2=C(Nc3c(-c4nc5ccccc5s4)c(Nc4ccccc4)nn3C2c2ccc(Cl)cc2Cl)O1 (configuration not stated)	72	91	91	94	72	89	78	100
Cn1cc(-c2nnc(N)nc2-c2c[nH]c3ccc(Br)cc23)c2cccnc21	75	93	56	76	55	59	55	72
CCCNCCS	97	103	101	108	103	105	98	100
COc1cc(OC)c(OC)cc1O	.	100	105	102	116	93	102	99
Cc1ccc(-c2csc(NC(=O)CSc3nc(-c4ccc(Cl)cc4)c(C#N)c(=O)[nH]3)n2)cc1	90	89	82	94	92	92	77	103
O=C(NCC1Cc2cccc(-c3ccncc3)c2O1)c1csc2c1CCCC2 (configuration not stated)	94	99	65	99	92	83	102	.
COC(=O)c1c(C)nc(C)c2c1C(=O)C=C(NCCCCO)C2=O	95	93	95	100	92	88	82	92

Reformatted comma-delimited: two of the compounds above.
SMILES,CCRF-CEM,M14,HOP-92,A549/ATCC,RPMI-8226,HOP-62,UACC-62,EKVX
O=C(Nc1ccc(NC(=O)c2ccccc2)c2c1C(=O)c1ccccc1C2=O)c1ccccc1,60,111,70,99,88,107,96,103
COc1nc2c(cc1S(=O)(=O)c1ccccc1)CCc1c-2cnn1-c1ccccc1Cl,61,69,-1.3*,47,57,70,60,.

New compounds follow
SMILES	CCRF-CEM	M14	HOP-92	A549/ATCC	RPMI-8226	HOP-62	UACC-62	EKVX
NC(C(=O)O)C(O)c1ccco1 (configuration not stated)	94	105	.	102	101	104	113	109
C#CC#CC#CC#CC#CC#CC#CC#CC[C@H]1OC[C@@H](COC(=O)O[C@@H](C(=O)O[C@H]2C[C@@]3(O)[C@@H](OC(=O)c4ccccc4)[C@@H]4[C@]5(OC(C)=O)CO[C@@H]5C[C@H](O)[C@@]4(C)C(=O)[C@H](OC(C)=O)C(=C2C)C3(C)C)[C@@H](NC(=O)c2ccccc2)c2ccccc2)O1	36	25	79	52	26	74	51	75
CCCn1nc(C(=O)N2CCCCC2)c2c1CCC(NCc1ccc(N3CCCCC3)cc1)C2 (configuration not stated)	108	104	81	97	108	101	103	100
CCOC(=O)C(Cc1cc(N)c(Oc2ccc(OC)cc2)c(N)c1)NC(C)=O (configuration not stated)	132&99	110&113	88&80	100&94	105	99&108	91&107	113&111
COc1cc(-c2nn(C(C)(C)C)cc2-c2ccnc(NCCCNS(=O)(=O)c3ccc(Cl)cc3)n2)ccc1Cl	.	77	49	36	66	62	62	31
COc1ccc2c(c1)C(=O)/C(=C/c1cnccc1OC)CC2	96	99	93	80	78	97	94	98
Cc1cccc(C)c1Nc1ccc2nnc(-c3ccncc3)n2n1	110	107	.	103	101	102	97	.
O=C1c2cccc3cccc(c23)C(=O)N1N1C(=O)c2cccc3c(N4CCN(Cc5ccccc5)CC4)ccc(c23)C1=O	101	95	88	108	.	100	92	92
S=C(/N=C1\NN=C(c2ccccc2)CS1)Nc1ccccc1	84	103	99	77	.	90	96	99
C#CC(C)(C)OC(=O)Nc1cccc(Cl)c1	91	100	88	80	94	80	93	102
COc1cc(/C=C/C(=O)c2ccc(NC(=O)CSc3nnc(-c4ccc(-c5nc6ccc(C)cc6[nH]5)cc4)o3)cc2)cc(OC)c1OC	106	.	117	103	104	103	92	104
Cc1ccc(NC(=O)c2sc3nc(C)c(C(=O)c4ccc(C(F)(F)F)cc4)cc3c2N)cc1	105	90	95	112	103	98	94	98
CCCCNc1ccc2c3c(cccc13)C(=O)N(c1ccc(/C(=C(\C)c3ccccc3)c3ccccc3)cc1)C2=O	93	89	83	95	105	105	78	69
Cc1ccc(C(=O)[C@H]2[C@H](c3ccc(O)cc3)NC(=O)N[C@@]2(O)C(F)(F)F)cc1	102	104	98	108	105	94	102	100
O=C(CSc1nccc(N2CCOCC2)n1)c1ccc(Cl)cc1	82	97	83	100	93	103	90	92
COc1cc(C)cc(C(O)Cc2cccc(-c3cccnc3)n2)c1 (configuration not stated)	102	100	.	102	105	98	111	96
COc1cc(C2CC(c3cc(OC)c(OC)c(OC)c3)=NN2c2ccccc2)ccc1OCc1ccc(Cl)cc1 (configuration not stated)	.	94	108	98	112	123	82	96
O=C(CSc1nnc(-c2c[nH]c3ccccc23)n1-c1ccccc1)Nc1ccc(C(=O)/C=C/c2ccccc2Cl)cc1	88	88	97	91	40	92	72	67
CC(C)NC(=S)Nc1c(N)n(C)c(=O)n(C)c1=O	94	111	85	98	.	110	107	110
CCN1CCN(c2cc(-c3ccccc3)nc(Nc3ccc(C(c4c[nH]c5ccc(Br)cc45)c4c[nH]c5ccc(Br)cc45)cc3)n2)CC1	82	74	84	17	102	88	76	94
Cc1ccc(Nc2cc(=O)[nH]c(N)n2)cc1C	106	104	91	107	.	106	99	104
CC(=O)OCCc1sc[n+](Cc2cnc(C)nc2N)c1C	125	113	119	100	89	102	103	98
CCCCCCCCCC(=O)OC1CC(C)=C2C(=O)C=C(C)[C@@H]2[C@H]2OC(=O)[C@H](C)[C@H]12 (some centres not stated)	90	.	108	103	98	110	64	109
CCCCCCC/C(=N\N=C(N)N)c1ccc(O)cc1	40	25	.	52	11	44	51	55
O=C1C2CC3CC(C2)CC1C3	105	84	73	98	95	90	87	99

New compounds follow
SMILES	CCRF-CEM	M14	HOP-92	A549/ATCC	RPMI-8226	HOP-62	UACC-62	EKVX
CCN1C(=O)N(CC)C2Nn3c(s/c(=C4\C(=O)N(C)c5ccccc54)c3=O)=NC21 (configuration not stated)	36	13	75	49	48	58	51	71
CS(=O)(=O)c1ccc(C(=O)/C=C/c2cn(-c3ccccc3)nc2-c2ccc(S(C)(=O)=O)cc2)cc1	87	.	119	100	94	100	87	106
NCCc1cnc[nH]1	101	110	105	.	101	95	101	105
CCCOc1nc(SCCC)nc2c1cnn2-c1ccccc1	93	109	98	100	152	126	87	97
Cc1cc(Oc2c(C)cccc2C)cc(C)c1O	102	108	.	125	108	96	112	.
O=C(Nc1ccccc1)Nc1ccc2cc3ccc(NC(=O)Nc4ccccc4)cc3nc2c1	1.0*	47	88	101	104	46	19	87
Cc1ccc(-n2nc(C(C)(C)C)cc2NC(=O)NCc2cc(F)ccc2Oc2ccc3c(cnn3CCO)c2)cc1	20	9.1*	19	19	18	26	7.7*	40
ClC(c1ccccc1)C(Cl)c1ccccc1 (configuration not stated)	93	100	86	112	92	103	103	110
COc1ccc(C2c3cc(OC)c(OC)cc3CC3C(=O)OCC32)cc1OC (configuration not stated)	.	103	89	105	99	102	104	.
CSC1CCCCC1O (configuration not stated)	101	106	102	103	101	105	100	.
Cc1cc(Nc2nc(-c3ccc(F)cc3)nc3ccccc23)n[nH]1	44	53	30	14	95	79	41	.
COc1cc(-c2nn(-c3cccc(F)c3)cc2CO)ccc1O	70	110	76	86	90	101	90	95
O=C1CCCN1c1ccc(S(=O)(=O)N2CCN(Cc3ccccc3)CC2)cc1	90	98	96	83	.	96	79	.
COc1ccc(Oc2nc(Cl)ncc2NC(=O)Nc2c(Cl)cccc2Cl)cc1	85	107	90	88	92	91	95	101

A draw from above in order of formula weight, ascending:
SMILES	CCRF-CEM	M14	HOP-92	A549/ATCC	RPMI-8226	HOP-62	UACC-62	EKVX
CCN1C(=O)N(CC)C2Nn3c(s/c(=C4\C(=O)N(C)c5ccccc54)c3=O)=NC21 (configuration not stated)	36	13	75	49	48	58	51	71
COc1ccc(Oc2nc(Cl)ncc2NC(=O)Nc2c(Cl)cccc2Cl)cc1	85	107	90	88	92	91	95	101
CS(=O)(=O)c1ccc(C(=O)/C=C/c2cn(-c3ccccc3)nc2-c2ccc(S(C)(=O)=O)cc2)cc1	87	.	119	100	94	100	87	106
